Source: PubChem (National Center for Advancing Translational Sciences (NCATS))
Giardia killer: Giardia lamblia killing; activity change, % at 7.66 µM, hits read low; AID 540267; hit rate 0.15% among 340,000; Giardia lamblia trophozoite viability; in the data active = activity change below about -80%; inconclusive = between about -30% and that limit;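 also: parasites exposed to compound for two days anaerobically before the ATP read; % is scaled to controls: 0 for no effect and ±100 for the full control effect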
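Giardia trophozoites, 100 cells per well, were exposed to compounds for 48 hrs at 37 deg C under anaerobic conditions; viability was then read as ATP content by bioluminescence after 15-30 min at room temperature.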
Rab9 promoter act: activates the Rab9 promoter. Huh7 Rab9 promoter-luciferase reporter, luminescence, 24 h. Potency, µM (highest dose often 9.22 µM), for the others: at the top dose activation, negative = inhibition, actives largely listed as activators. hit rate 2.8% among 320,000. AID 485297; also: potency is read from the fitted curve at half-maximal effect; % of control where 0% means no effect; nearly all actives have a fitted effect of over 60% in size
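Cell-based reporter: Huh7 stable for Rab9 promoter-driven luciferase, plated in reduced-serum medium with 10% FBS at 1500 cells/well, compound-treated 24 h at 37 °C, luminescence read after 10 min reagent.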
VP16 counter: inhibits Gal4-VP16 luciferase reporter, ROR gamma counter-screen | Drosophila S2 Gal4-VP16 UAS-luciferase, luminescence, 20 h | Potency, µM (highest dose often 53.6 µM), for the others: top-dose activity, negative = inhibition, most hits filed as inhibitors | hit rate 3.5% among 310,000 | AID 2546;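 also: Gal4-VP16 expression switched on by copper sulfate through the metallothionein promoter; potency is read from the fitted curve at half-maximal effect; % is scaled to controls: 0 for no effect and ±100 for the full control effect; nearly all actives have a fitted effect of over 50% in size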
uPA generation: blocks generation of uPA at the cell surface. cell surface uPA generation assay, qHTS. Potency, µM (highest dose often 38.3 µM), for the others: top-dose activity change, negative = inhibition, hits mostly inhibitors. hit rate 0.31% among 330,000. AID 540303; active = well fitted inhibition curve with a large enough effect; inconclusive = small, poorly fitted or top-dose-only effect; inactive = no such curve, though single readings can be large or run the other way; tested in mouse RAW 264.7 cells; also: potency is read from the fitted curve at half-maximal effect; % is scaled to controls: 0 for no effect and ±100 for the full control effect; nearly all actives have a fitted effect of over 55% in size
ELG1 genotox: genotoxicity induction in ELG1-luciferase HEK293T cells; HEK293T ELG1-luciferase reporter, luminescence, 16 h; Potency, µM (highest dose often 46 µM), for inactives: at the top dose activity change, positive = activation, actives largely listed as activators; hit rate 1.3% among 330,000; AID 504466; also: potency is read from the fitted curve at half-maximal effect; % of control where 0% means no effect; nearly all actives have a fitted effect of over 60% in size
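Reporter readout depends on ELG1 protein level, which increases with genetic stress. After 16 hr compound exposure at 37 °C, luciferase activity was quantified using ONE-Glo.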
RORgamma inh: ROR gamma (mouse) transcription inhibition; Potency, µM (doses to about 53.6 µM), for the others: top-dose activity change, negative = inhibition, hits mostly inhibitors; Drosophila S2 Gal4-RORgamma UAS-luciferase reporter, 20 h; hit rate 5.4% among 310,000; also: potency is read from the fitted curve at half-maximal effect; % is scaled to controls: 0 for no effect and ±100 for the full control effect; nearly all actives have a fitted effect of over 60% in size
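Read-out: Photinus luciferase luminescence; inhibitors lower reporter signal. Insect Schneider cells with Gal4-ROR gamma fusion under metallothionein promoter, UAS reporter; 700 uM final copper sulfate induction, 20 hr, ambient temperature.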
FLuc counter: inhibits or activates purified firefly luciferase, miR-21 counter-screen; P08659; purified FLuc, Km substrates, luminescence inhibition; Potency, µM (titrated, usually from 57.5 µM), for the others: at the top dose activity change, negative = inhibition, hits mostly inhibitors; hit rate 6.9% among 360,000; AID 588342;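 also: potency is read from the fitted curve at half-maximal effect; plate controls were vehicle for no effect and reference inhibitor for full effect; nearly all actives have a fitted effect of over 55% in size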
Target sequence (P08659 whole entry, looked up): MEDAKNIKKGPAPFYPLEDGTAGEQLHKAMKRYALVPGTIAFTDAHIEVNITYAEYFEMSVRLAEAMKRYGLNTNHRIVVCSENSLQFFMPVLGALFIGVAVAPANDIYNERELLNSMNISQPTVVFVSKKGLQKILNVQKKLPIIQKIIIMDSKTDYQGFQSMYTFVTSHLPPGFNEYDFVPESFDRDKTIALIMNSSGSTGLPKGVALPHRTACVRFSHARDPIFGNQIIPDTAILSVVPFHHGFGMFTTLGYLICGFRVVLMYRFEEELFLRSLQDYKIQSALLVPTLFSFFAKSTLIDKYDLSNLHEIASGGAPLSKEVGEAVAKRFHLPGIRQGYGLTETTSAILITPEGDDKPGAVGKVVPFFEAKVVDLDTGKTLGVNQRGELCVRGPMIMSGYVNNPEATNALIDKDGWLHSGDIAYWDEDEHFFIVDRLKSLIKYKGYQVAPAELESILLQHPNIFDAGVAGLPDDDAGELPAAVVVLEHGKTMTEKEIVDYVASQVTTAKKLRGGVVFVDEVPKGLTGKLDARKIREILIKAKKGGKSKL
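Purified P. pyralis luciferase, 10 nM final, with Km-level 10 uM D-luciferin and 10 uM ATP in 50 mM Tris acetate pH 7.5, 10 mM Mg acetate, 0.01% Tween-20, 0.05% BSA; 6-point qHTS titration about 60 µM downward; luminescence read.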
Coupling enz: coupling enzyme interference in Giardia aldolase counter-screen; AID 2472; hit rate 0.67% among 290,000; activity change, negative = inhibition, % at 58.2 µM, hits read low; coupling enzyme system counterscreen, AmpLite Red fluorescence; in the data active = activity change below about -30%; also: % is scaled to controls: 0 for no effect and ±100 for the full control effect
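Coupling enzymes only (glyceraldehyde-3-phosphate) + compound, at 57.5 uM final, 10 min RT; add substrate/coupling/AmpLite Red mix, 20 min RT; fluorescence ex 525/em 598 nm. Actives flag coupling-system interference.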
KCNH2 3.1 inh: blocks the human KCNH2 3.1 channel isoform; U2OS KCNH2 3.1, thallium flux FluxOr; active compounds read low; activity change, % (tested at about 1.8 µM); hit rate 0.95% among 340,000; AID 720553;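 active = maximum activity change below -70%; inconclusive = maximum activity change from -70% to -50%; inactive = maximum activity change above -50%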;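 also: thallium influx rate constant from kinetic fluorescence after stimulation buffer; % is scaled to controls: 0 for no effect and ±100 for the full control effect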
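Kinetic fluorescence (2 min after stimulation buffer) measures Tl+ influx through KCNH2 3.1 expressed by viral transduction in U2OS cells; the rate constant is normalized against DMSO controls serving as positive and negative references.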
Tb PFK inh: T. brucei PFK enzyme inhibition | Potency, µM (doses to about 57.5 µM), without a hit: at the highest dose activity, negative = inhibition, usual class: inhibitors | AID 485367 | T. brucei PFK, ADP-Glo luminescence | O15648 | hit rate 0.17% among 330,000;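 also: potency is read from the fitted curve at half-maximal effect; 0% = uninhibited 1x PFK enzyme wells and -100% = no-enzyme wells; nearly all actives have a fitted effect of over 60% in size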
Target sequence (O15648 whole entry, looked up): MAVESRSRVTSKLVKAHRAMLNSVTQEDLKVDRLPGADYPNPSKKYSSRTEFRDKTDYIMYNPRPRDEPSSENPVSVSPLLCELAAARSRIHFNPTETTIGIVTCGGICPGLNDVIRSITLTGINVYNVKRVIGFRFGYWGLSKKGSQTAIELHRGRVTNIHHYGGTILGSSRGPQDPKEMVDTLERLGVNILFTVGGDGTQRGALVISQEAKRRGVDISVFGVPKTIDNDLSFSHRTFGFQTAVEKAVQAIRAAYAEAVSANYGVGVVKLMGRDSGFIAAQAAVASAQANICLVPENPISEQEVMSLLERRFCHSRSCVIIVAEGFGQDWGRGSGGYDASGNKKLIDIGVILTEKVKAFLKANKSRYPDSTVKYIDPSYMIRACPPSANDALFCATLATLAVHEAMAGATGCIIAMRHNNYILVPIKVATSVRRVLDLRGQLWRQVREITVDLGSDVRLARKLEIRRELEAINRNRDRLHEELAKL
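Luminescent ADP detection (ADP-Glo, two-step: ATP depletion then ADP-to-ATP conversion for luciferase) reported PFK activity after 45 min room-temperature reaction of 1.25 nM enzyme with 0.5 mM F6P and 0.1 mM ATP at pH 8.0.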
NPC1 prom act: NPC1 promoter activation; Huh7 NPC1 promoter luciferase reporter, 24 h; Potency, µM (series often up to 9.22 µM), for the others: at the top dose activation, actives largely listed as activators; hit rate 2.4% among 320,000; AID 485313;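 also: potency is read from the fitted curve at half-maximal effect; % of control where 0% means no effect; nearly all actives have a fitted effect of over 60% in size; reporter is driven by a mutant NPC1 promoter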
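Huh7 cells stably carrying NPC1 promoter–luciferase, plated in Opti-MEM with 10% FBS for 2 h, were exposed to compound in DMSO for 24 h at 37 °C; luciferase reagent was added for 10 min and luminescence read.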
The depositor's hits bear a star; ? = inconclusive; . = no result given; [ ] = another dose, or the depositor's remark. Unless noted, calls follow the shape of the dose curve; as a rule, active = well fitted curve in the direction sought with a large enough effect; inconclusive = small, poorly fitted or top-dose-only effect, or another doubt; inactive = no such curve, though single readings can be large; an effect the other way counts as inactive or inconclusive.

Molecule	Giardia killer	Rab9 promoter act	VP16 counter	uPA generation	ELG1 genotox	RORgamma inh	FLuc counter	Coupling enz	KCNH2 3.1 inh	Tb PFK inh	NPC1 prom act
O=C1C2C(C(=O)N1CCc1ccccc1)C1C=CC2C12CC2 (stereo not given)	-7.3	1.1%	8.3%	-0.4%	7.7%	40.7%	-10.7%	4.2	14.5	-3.1%	-3.8%
COc1nc(-c2ccc(Cl)cc2)ccc1-c1noc(-c2ccco2)n1	14.0	8.4%	6.1%	0.2%	-3.1%	6.3%	3.4%	2.5	0.1	0.6%	0.6%
O=C(COC(=O)CNS(=O)(=O)/C=C/c1ccccc1)Nc1cccc2ccccc12	6.1	-3.2%	-14.9%	-4.9%	-2.4%	-5.1%	-1.0%	2.7	27.7	3.2%	0.1%
NNC(=O)CCCCCCCCCCOCCCCO	7.9	-6.6%	0.3%	-4.8%	-5.1%	22.1%	-5.9%	-5.0	-6.5	0.0%	1.8%
COc1ccc(C2C(C(=O)c3ccco3)=C(O)C(=O)N2CC2CCCO2)cc1 (stereo not given)	-24.0	-0.7%	-2.5%	-1.4%	-10.8%	0.7%	1.3%	-6.1	-0.9	4.8%	0.0%
CCOC(=O)c1nnsc1NC(=O)Nc1ccc(OC)cc1	2.7	-3.2%	-1.3%	.	?	?	-2.9%	-0.1	4.7	-0.2%	2.1%
COc1cc(C)nc(N2CCCC(C(=O)Nc3cccc(Cl)c3C)C2)n1 (stereo not given)	-19.1	5.7%	-12.1%	4.1%	-4.9%	30.1%	10.9%	4.1	7.7	-0.2%	-6.0%
CC(C)(O)C(O)COc1c2ccoc2cc2oc(=O)ccc12 (stereo not given)	62.2[activator]	0.3%	-5.3%	-19.6%	0.5%	-4.9%	-3.0%	1.0	-8.2	-3.3%	-1.3%
Cc1ccc2c(c1)c1c(n2CC(O)Cn2nc(C)c(Br)c2C)C(=O)CCC1 (stereo not given)	-17.4	-1.1%	-15.1%	10.2%	22.3%	-3.5%	5.1%	-15.9	-4.7	0.0%	-2.3%
CCCCn1cc(C(=O)c2cc(Br)ccc2O)cc(C#N)c1=O	-15.6	-6.5%	-10.2%	-12.0%	-4.3%	18.8%	0.2%	6.9	0.0	-7.7%	-5.7%
CC1CCC(C#N)(N(C)C(=O)CSc2nnc(C3CC3)n2C2CC2)CC1 (stereo not given)	-7.9	-3.8%	.	9.0%	2.0%	.	.	.	-24.0	4.7%	-1.0%
O=[N+]([O-])c1ccc2c(c1)CNc1ccccc1O2	-7.7	4.7%	-4.1%	-10.1%	0.4%	1.8%	4.2%	-4.3	.	-10.0%	-3.6%
NS(=O)(=O)c1ccc(CCN=C(NS(=O)(=O)c2cccs2)c2ccccc2)cc1	4.3	-3.5%	-9.4%	5.2%	2.4%	17.8%	2.5%	0.6	-3.6	-5.4%	-1.2%
CC1(C(=O)NCC2CCCO2)Oc2cccnc2NC1=O (stereo not given)	0.8	0.5%	-2.0%	6.7%	0.3%	-11.2%	-1.6%	0.1	12.3	1.9%	-2.0%
CCCCCCCCNC(=O)c1cccnc1SCC(=O)Nc1ccc(OC)cc1OC	0.9	5.8%	-0.6%	-11.8%	9.8%	16.0%	-2.8%	-1.5	-1.2	0.3%	-3.3%
O=C(COc1ccccc1O)Nc1ccccc1Cl	-3.4	?	-13.6%	-2.5%	?	10.2%	21.3µM*	-3.7	4.4	-5.8%	3.98µM*
CCOC(=O)c1cc2ccc(OC(=O)c3ccco3)cc2oc1=O	-21.9	1.1%	1.1%	.	7.6%	5.0%	?	2.5	4.6	-2.5%	-1.9%
CN1CCN(C2=Cc3ccccc3Sc3cc(F)c(Cl)cc32)CC1	2.8	-6.2%	?	2.2%	7.0%	?	2.1%	-0.8	5.6	-0.6%	-2.3%
CC1(C)CC(=O)C2=C(C1)NCN(Cc1ccccc1)C2	-8.2	-6.7%	-1.1%	-1.5%	-1.6%	-3.7%	2.0%	2.5	2.7	3.7%	-2.6%
CCOc1nc(-c2ccncc2)nc2ccccc12	8.1	-4.8%	?	.	-3.9%	12.9%	0.9%	0.4	-5.4	-1.3%	-0.9%
Cc1cc(C)n2nc(SCCC(=O)NCc3ccccc3)nc2n1	?	-13.1%	-7.4%	4.7%	1.2%	0.0%	4.1%	-0.5	1.7	0.1%	-5.9%
COc1ccc(-n2nc(C(=O)NCC(=O)Nc3cccc(Cl)c3)c3ccccc3c2=O)cc1OC	-1.3	-1.1%	11.2µM*	-2.1%	2.1%	?	1.7%	6.4	-3.0	-0.2%	0.0%
N/C(=N\OC(=O)/C=C/c1ccccc1)c1ccccc1	12.5	?	-15.4%	-7.9%	8.2µM*	-31.1%	1.51µM*	0.1	-9.0	-4.0%	?
CSc1nc(N)c2c3c(sc2n1)COC(C(C)C)C3 (stereo not given)	-3.0	9.9%	-2.4%	-9.2%	0.5%	-0.2%	0.4%	3.0	-5.6	1.0%	0.1%
Nc1cc([N+](=O)[O-])ccc1Nc1ccc(O)cc1	-3.4	11.2%	27.6%	?	-2.6%	-15.7%	?	-4.1	8.3	-14.2%	9.1%
O=S(=O)(NCc1ccc(F)cc1)c1cccc(S(=O)(=O)N2CCOCC2)c1	9.1	-2.6%	8.4%	3.9%	5.0%	-0.7%	0.8%	-0.8	-6.8	1.1%	-2.5%
O=C(CNC(=O)c1cccc(F)c1)N/N=C/c1cccnc1	-11.0	-1.3%	10.4%	7.4%	6.4%	-2.1%	-4.9%	.	-10.5	-1.1%	1.9%
c1ccc(-c2nnnn2CCOCCn2nnnc2-c2ccccc2)cc1	6.0	-0.3%	-2.0%	0.8%	3.5%	0.0%	-1.6%	2.2	7.8	1.8%	-0.3%
Cc1cc(C)c(O)c(-c2cc(C(=O)Nc3cccnc3)[nH]n2)c1	2.6	25.3%	-24.7%	2.0%	-9.2%	-33.0%	19µM*	-1.8	-3.9	1.8%	19.3%
Nc1cc(S(=O)(=O)N2CCOCC2)ccc1N1CCCCC1	-11.8	.	.	-5.3%	1.0%	.	.	.	-5.4	-10.5%	.
O=C(CCCc1c[nH]c2ccccc12)NCC1COc2ccccc2O1 (stereo not given)	-14.0	7.1%	-1.8%	6.6%	-1.2%	18.0%	-11.1%	-3.8	-15.2	0.9%	-2.3%
COCCN(C(=O)COC(=O)CCC(=O)c1ccc(Cl)cc1)c1c(N)n(Cc2ccccc2)c(=O)[nH]c1=O	34.1[activator]	-0.4%	3.5%	-18.5%	0.2%	23.2%	2.3%	.	-0.6	-3.6%	0.2%
COc1ccc(NC(=O)C2CC(=O)N(CCc3ccc(F)cc3)C2)c(OC)c1 (stereo not given)	-2.5	0.8%	-3.7%	-0.9%	-1.8%	-26.7%	0.7%	-0.4	5.1	-6.0%	0.6%
CC(Oc1ccccc1)C(=O)Nc1c2c(nn1-c1ccccc1)CS(=O)C2 (stereo not given)	6.6	5.7%	-16.7%	-0.1%	-3.5%	3.1%	-0.9%	.	-0.6	-7.1%	8.0%
COc1cc(Cl)cc(C2NC(=O)NC(C)=C2C(=O)NCc2ccccc2)c1O (stereo not given)	6.3	3.2%	1.2%	6.1%	-1.3%	-27.0%	0.6%	-0.7	-2.5	-6.8%	-0.3%
O=c1[nH][nH]cc1C=Nc1ccc(Cl)cc1Cl	2.9	-1.8%	-7.0%	15.6%	8.8%	-1.7%	7.57µM*	1.8	1.2	-4.4%	-4.5%
Cc1nc(-c2ccc(S(=O)(=O)N3CCN(CCc4ccccc4)CC3)s2)cs1	20.7	-5.9%	-2.6%	1.9%	-6.7%	9.5%	0.9%	4.8	0.0	-3.0%	0.9%
CN(C(=O)c1ccc([N+](=O)[O-])cc1)c1ccccc1C(=O)NCc1ccccc1	-0.2	-0.7%	.	-4.3%	1.8%	.	2.1%	3.3	9.0	-3.6%	-5.4%
CC1C(=O)CCCCCCCCCC2C1(N1CCOCC1)CS2(=O)=O (stereo not given)	3.6	0.6%	1.9%	0.9%	-1.6%	-35.8%	0.6%	0.8	1.5	-0.3%	-2.6%
NNC(=O)Cn1nc(Cc2ccccc2)n(N)c1=O	-8.7	-1.5%	.	1.5%	-0.2%	.	1.8%	.	-33.8	6.0%	-3.9%
CC(C)CN1CCN(Cc2cnc(-c3ccc(Cl)cc3)nc2)CC1CCO (stereo not given)	-0.3	-13.6%	5.8%	-19.9%	15.7%	17.6%	-15.4%	-0.8	-0.4	2.4%	-9.2%
NC(=S)Nc1ccc(Cl)c(Cl)c1	7.4	-14.1%	0.2%	?	-5.1%	-18.4%	3.7%	-2.0	-2.0	-23.9%	-4.0%
Cc1ccc2c(c1)cc(CN(Cc1ccc3c(c1)OCO3)C(=O)c1ccccc1)c1nnnn12	-14.2	-3.4%	-24.0%	5.2%	-12.1%	2.7%	-13.9%	10.6	0.8	0.2%	-1.9%
